# TWEAK-Fn14 inh: TWEAK-Fn14 signaling inhibition | TWEAK-stimulated Fn14 reporter cells, luciferase luminescence, 8 h | inhibition, % at 10 µM | 360,000 tested, 2% active; in the data active = inhibition above about 50%
# TROY NFkB inh: blocks TROY-dependent signaling in reporter cells. 360,000 tested, 0.98% active. AID 1347056. Q293 LMP1-TROYcd NF-kB luciferase reporter, 4 h. inhibition, % at 10 µM;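 active = compounds whose plate-normalised and pattern-corrected inhibition of the luciferase reporter signal at the single screening dose is 50% or more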
# COUP-TFII inh: blocks human COUP-TFII nuclear receptor | HEK293T NGFI-A luciferase reporter, luminescence | inhibition, % at 8.6 µM | 370,000 tested, 0.7% active;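 active = inhibition above a per-plate cutoff, mean inhibition of test wells between control levels plus 3 SD, cut at about 38% in these data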;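 also: cells cotransfected with COUP-TFII expression vector driving the NGFI-A reporter; 0% = median of COUP-TF2 test wells and 100% = reporter-only cells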
# NCOA3 inh: human NCOA3 inhibition | HEK293 GAL4-SRC3 luciferase reporter, luminescence | inhibition, % at 3.6 µM | 360,000 tested, 0.17% active | AID 588352;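 active = inhibition above a per-campaign cutoff, the mean of all compounds plus 3 SD, cut at about 60% in these data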;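 also: 0% = DMSO-treated cells and 100% = gossypol-treated cells at 36 µM; higher means less SRC3-driven luciferase light from the GAL4 reporter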
# NCOA2 inhibitor: human SRC2 (NCOA2) inhibition | HEK293 GAL4-SRC2 luciferase reporter, luminescence | inhibition, % at 9 µM | 370,000 tested, 0.17% active | AID 651957;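 active = inhibition above the mean inhibition of all tested compounds plus 3 SD, set per campaign, cut at about 52% in these data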;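 also: 0% = DMSO treated cells and 100% = cells given Gossypol at 36 µM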
# TLR9-MyD88 block: TLR9-MyD88 interaction inhibition; inhibition, % at 4.98 µM; CHO BLA complementation TLR9-MyD88, CCF4 FRET ratio; 340,000 tested, 0.21% active;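 active = inhibition above the mean over all tested compounds plus 3 SD, cut at about 21% in these data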;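 also: 0% = DMSO only wells and 100% = clavulanate BLA inhibitor control wells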
# Target sequence (Q99836 whole entry, looked up): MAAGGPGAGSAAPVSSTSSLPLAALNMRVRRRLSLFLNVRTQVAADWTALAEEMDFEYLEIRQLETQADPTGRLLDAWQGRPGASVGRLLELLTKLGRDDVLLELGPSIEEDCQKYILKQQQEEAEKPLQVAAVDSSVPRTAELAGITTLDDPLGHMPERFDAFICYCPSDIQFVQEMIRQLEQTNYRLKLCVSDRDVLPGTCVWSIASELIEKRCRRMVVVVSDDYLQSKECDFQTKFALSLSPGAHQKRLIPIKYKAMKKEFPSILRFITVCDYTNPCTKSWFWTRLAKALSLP
# Target sequence (Q9NR96 whole entry, looked up): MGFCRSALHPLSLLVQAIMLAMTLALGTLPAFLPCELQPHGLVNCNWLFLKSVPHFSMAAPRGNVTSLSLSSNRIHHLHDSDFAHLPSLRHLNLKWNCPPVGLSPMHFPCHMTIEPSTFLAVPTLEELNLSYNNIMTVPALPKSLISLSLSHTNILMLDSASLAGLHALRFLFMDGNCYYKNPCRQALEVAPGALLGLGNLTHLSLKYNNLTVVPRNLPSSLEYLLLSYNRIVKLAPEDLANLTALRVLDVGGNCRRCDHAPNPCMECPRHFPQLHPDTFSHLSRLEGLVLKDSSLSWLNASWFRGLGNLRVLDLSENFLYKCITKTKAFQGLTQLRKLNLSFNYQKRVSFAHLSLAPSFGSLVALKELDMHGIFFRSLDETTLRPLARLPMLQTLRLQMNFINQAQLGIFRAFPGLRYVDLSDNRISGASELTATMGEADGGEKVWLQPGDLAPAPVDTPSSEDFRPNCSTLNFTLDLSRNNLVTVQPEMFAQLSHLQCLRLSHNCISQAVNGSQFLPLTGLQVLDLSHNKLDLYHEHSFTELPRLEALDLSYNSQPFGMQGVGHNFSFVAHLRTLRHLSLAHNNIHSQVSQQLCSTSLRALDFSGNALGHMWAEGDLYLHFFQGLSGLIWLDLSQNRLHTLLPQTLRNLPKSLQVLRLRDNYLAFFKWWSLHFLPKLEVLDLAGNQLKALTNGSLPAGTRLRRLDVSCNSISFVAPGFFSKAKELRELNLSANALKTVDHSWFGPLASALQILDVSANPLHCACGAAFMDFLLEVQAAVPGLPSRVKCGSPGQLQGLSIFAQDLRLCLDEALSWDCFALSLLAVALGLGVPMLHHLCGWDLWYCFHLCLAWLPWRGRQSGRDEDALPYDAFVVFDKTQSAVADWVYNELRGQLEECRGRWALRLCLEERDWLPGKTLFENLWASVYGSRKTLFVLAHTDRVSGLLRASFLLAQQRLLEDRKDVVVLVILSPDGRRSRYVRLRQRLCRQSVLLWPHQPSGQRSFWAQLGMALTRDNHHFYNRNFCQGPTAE
# NCOA1 inh: inhibits human SRC1 coactivator | Q15788 | 360,000 tested, 0.12% active | HEK293 GAL4-SRC1 luciferase reporter, luminescence | inhibition, % at 3.6 µM;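 active = inhibition above the campaign mean plus 3 SD, with each screening campaign given its own cutoff, cut at about 60% in these data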;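 also: 0% = DMSO treated cells and 100% = gossypol at 36 µM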
# EBV LMP1 NFkB: Epstein-Barr LMP1 NF-kappaB reporter inhibition; LMP1-induced NF-kappaB luciferase reporter cells, luminescence; inhibition, % at 12.5 µM; 350,000 tested, 0.69% active; AID 504558; in the data active = inhibition above about 41%;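 also: 0% = neutral control wells and 100% = reference inhibitor control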
# NOD2 RIPK2 PPI: blocks binding of human NOD2 to RIPK2; 360,000 tested, 0.38% active; O43353; CHO BLA complementation NOD2-RIPK2, CCF4 ratio; inhibition, % at 4.98 µM; AID 624267; in the data active = inhibition above about 21%;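 also: 0% = vehicle only and 100% = reference blocker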
# LRH-1 inv ag: inverse agonists of human LRH-1 (NR5A2). inhibition, % at 3.6 µM. O00482. HEK293T StAR-luciferase reporter, LRH-1 transfected, 24 h. 360,000 tested, 0.13% active;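 active = inhibition above the mean inhibition of all tested compounds plus 3 SD, cut at about 73% in these data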;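 also: 0% = DMSO wells and 100% = reporter-only cells lacking LRH-1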
# C8 TRAIL sens: sensitizes caspase-8 expressing cells to TRAIL | NB7+C8 cells + TRAIL, ATPlite viability luminescence | inhibition (viability loss, TRAIL sensitization), % at 10 µM | 360,000 tested, 1% active;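 active = compounds causing at least 50% loss of cell viability in the single-dose screen, relative to plate controls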
# * hit, by the source's call; . = not tested or not shown. Only part of the results is shown, so the mix of outcomes need not match the whole.
SMILES,TWEAK-Fn14 inh,TROY NFkB inh,COUP-TFII inh,NCOA3 inh,NCOA2 inhibitor,TLR9-MyD88 block,NCOA1 inh,EBV LMP1 NFkB,NOD2 RIPK2 PPI,LRH-1 inv ag,C8 TRAIL sens
C[C@@H]1CCCCO[C@H](CN(C)C(=O)C2CCCCC2)[C@@H](C)CN([C@H](C)CO)C(=O)c2cc(N(C)C)ccc2O1,2,-12,-2,-18,3,-8,11,-3,-4,-2,16
CCn1ncc(Br)c1C(=O)Nc1ncc(C)s1,9,-23,-10,-6,-54,-11,-4,-9,-7,-20,4
Cc1cc(CSC(=N)N)c(CSC(=N)N)cc1C,-12,-11,-2,19,-19,-10,-13,-6,-11,-7,-3
COC(=O)C(c1ccccc1)C1(O)CC(C)N(C)CC1C (stereo unspecified),-3,4,9,3,8,-5,11,6,-6,23,0
CC1CCCN(C(=O)C23CCC(C)(C(=O)C2)C3(C)C)C1 (stereo unspecified),23,12,-10,18,0,2,7,1,3,7,4
CC(=O)N1c2ccc(S(=O)(=O)N3CCC(C(=O)N4CCCC(C)C4)CC3)cc2CC1C (stereo unspecified),0,12,15,9,19,-1,24,12,-1,15,14
O=C(COC(=O)c1cc(S(=O)(=O)N2CCCC2)ccc1O)NCc1ccccc1,5,2,-12,5,-13,2,-16,-2,5,4,-4
COCCN(C(=O)/C=C/c1cccc([N+](=O)[O-])c1)c1c(N)n(Cc2ccccc2)c(=O)[nH]c1=O,-6,-4,17,11,-1,0,8,-11,-9,8,-2
C/C=C/COC(=O)c1[nH]c2c(c1C)C(=O)CC(c1ccc(N(C)C)cc1)C2 (stereo unspecified),0,-1,-4,7,4,6,-13,6,-10,-18,14
CCOC(=O)c1c(NC(=O)Cn2nc([N+](=O)[O-])c(Br)c2C)sc2c1CCC(C)C2 (stereo unspecified),22,1,1,22,-3,6,4,-7,0,10,1
Cc1c(C(=O)Nc2ccccn2)sc2nc3n(c(=O)c12)CCC3,30,-28,-12,-119,-36,2,-104,2,3,-180,26
N/C(=N\OC(=O)c1ccco1)c1cccnc1,-37,-57,-37,-29,-53,7,-24,-13,-4,-57,0
OCC[C@H]1NCc2cc(CO)cc(-c3ccccc3)c21,13,-3,-15,-8,20,-4,8,-6,-1,0,16
Cc1ccccc1-n1nc(C(=O)c2cccs2)cc(-c2nc3ccccc3[nH]2)c1=N,-14,-19,-22,-12,-34,7,-5,15,-8,18,8
O=C(c1cccs1)N1CCN(c2nc3ccc([N+](=O)[O-])cc3s2)CC1,-29,-3,-1,-14,15,1,7,14,-12,18,17
Cc1cccc(NC(=O)c2cccc(S(=O)(=O)Nc3ccccc3C(=O)O)c2)c1,-12,7,1,-15,2,-7,-1,4,-17,-18,-30
CCCCCC(=O)Nc1cccc(-c2nc3ncccc3o2)c1,-6,-29,17,-1,3,10,-7,-18,9,2,16
COC(=O)c1cc(Br)c(=O)n(CCc2ccccc2)c1,7,-12,-1,15,-34,-1,-8,-1,-8,-7,-17
Cc1ncc(CO)c(/C=N/NC(=S)Nc2ccc(Cl)c(Cl)c2)c1O,-12,27,4,10,-6,-3,3,8,3,5,17
Nc1cc(Cl)ccc1C(=O)OCC(=O)N1CCOCC1,-9,-11,-23,1,6,3,1,-1,-11,-3,-11
CCn1c(SCC(=O)N2CCCc3ccccc32)nc2c1c(=O)n(C)c(=O)n2C,8,12,16,9,21,-2,-22,-1,-4,24,11
O=C(COC(=O)/C=C/c1cccc(Cl)c1)Nc1cccc(S(=O)(=O)NC2=NCCC2)c1,-7,8,-8,6,13,-8,-4,0,-7,4,0
O=C(C1CCCN1S(=O)(=O)c1ccc(Cl)c(Cl)c1)N1CCCCC1 (stereo unspecified),-5,6,17,2,-19,2,-3,5,-9,-11,2
CN(Cc1cccc(F)c1)C(=O)CNS(=O)(=O)c1ccc2ccccc2c1,28,1,26,4,14,-4,-3,1,-5,2,-5
Cc1ccc(C(CNS(=O)(=O)c2ccc(C)cc2)N2CCN(C)CC2)cc1 (stereo unspecified),9,-4,0,14,0,-11,-13,0,-7,3,-1
CCSc1nc(C)c(C(C)=O)cc1C#N,-6,-9,-2,-6,10,1,-4,5,-4,17,-8
Cc1onc(-c2c(F)cccc2Cl)c1C(=O)N1CCN(c2ncc(Br)cn2)CC1,4,20,9,13,-30,-9,13,6,-1,-7,9
CN(C)c1ccc(C(=S)N2CCCCC2)cc1,-3,-34,-1,-18,-63,-3,-10,2,6,-11,-2
O=C(CC12CC3CC(CC(C3)C1)C2)Nc1c(F)cccc1F,-7,-16,.,5,.,8,-6,-1,-8,14,-2
COc1ccc(CNC(=O)CCS(=O)(=O)c2ccc3c(c2)CC(C)N3C(=O)C2CC2)cc1 (stereo unspecified),8,0,-5,11,-1,10,-20,-9,-8,17,21
CN(C)/C=C(/C(=O)c1ccc(Cl)cc1)n1cncn1,-4,11,-11,9,-48,-7,-11,-2,-3,4,0
Cn1nccc1C(=O)Oc1cccc(/C=N/NC(=O)c2ccccc2O)c1,21,-34,-29,-56,-33,-4,-37,2,-6,-76,53*
O=C(N/N=C/c1ccc(-c2ccccc2Cl)o1)c1ccccc1,-24,-17,-33,-45,-28,8,-52,-3,6,-89,-11
O=C(O)CCn1c(=O)oc2cc(S(=O)(=O)N3CCCC3)ccc21,6,-15,1,11,-9,0,-1,-5,-1,4,-4
NC(=O)C1=C[C@@H](c2csc3ccccc23)C[C@@H](OCCCCO)O1,7,0,5,-5,6,-5,-23,4,-6,-10,-21
CN(C(=O)CSc1nnc(-c2c[nH]c3ccccc23)n1C1CC1)C1CCS(=O)(=O)C1 (stereo unspecified),-1,4,2,-32,-23,2,-10,0,-7,29,-4
O=C(O)c1cccc(NS(=O)(=O)c2ccc(Oc3ccc(S(=O)(=O)Nc4cccc(C(=O)O)c4)cc3)cc2)c1,-5,-2,-6,21,6,2,-7,-5,-8,0,-4
O=C(Nc1ccccc1N1CCCCC1)c1cccc(Cl)c1,21,5,1,4,19,6,10,3,8,5,-4
N#CCc1nnc2n1-c1ccccc1CCC2,-19,-13,-11,6,-7,0,-1,-1,-12,1,-7
c1cnn(-c2cc(N3CCOCC3)ncn2)c1,-1,-13,0,0,-46,12,-26,2,1,17,10

# A draw from above in order of SMILES length, descending.
SMILES,TWEAK-Fn14 inh,TROY NFkB inh,COUP-TFII inh,NCOA3 inh,NCOA2 inhibitor,TLR9-MyD88 block,NCOA1 inh,EBV LMP1 NFkB,NOD2 RIPK2 PPI,LRH-1 inv ag,C8 TRAIL sens
Cc1onc(-c2c(F)cccc2Cl)c1C(=O)N1CCN(c2ncc(Br)cn2)CC1,4,20,9,13,-30,-9,13,6,-1,-7,9
O=C(C1CCCN1S(=O)(=O)c1ccc(Cl)c(Cl)c1)N1CCCCC1 (stereo unspecified),-5,6,17,2,-19,2,-3,5,-9,-11,2
O=C(CC12CC3CC(CC(C3)C1)C2)Nc1c(F)cccc1F,-7,-16,.,5,.,8,-6,-1,-8,14,-2

# Next section.
SMILES,TWEAK-Fn14 inh,TROY NFkB inh,COUP-TFII inh,NCOA3 inh,NCOA2 inhibitor,TLR9-MyD88 block,NCOA1 inh,EBV LMP1 NFkB,NOD2 RIPK2 PPI,LRH-1 inv ag,C8 TRAIL sens
COc1ccc(C(=O)OCCNC(=O)c2ccncc2)cc1OC,-9,2,3,5,9,10,-2,-31,-3,-7,-8
O=C(COC(=O)CCc1c[nH]c2ccccc12)NCc1ccccc1,-5,7,12,4,-3,-1,1,1,0,-4,-5
CCS(=O)(=O)n1nc(-c2ccc(Cl)cc2)nc1N,15,-17,15,-18,-13,-2,1,3,-2,-14,-2
COc1ccc(C2=C/C(=C\c3cccc(OC(C)=O)c3)C(=O)O2)cc1,-14,-11,7,6,-14,1,13,1,0,-7,-2
CCc1ccc(N2CC(C(=O)Nc3ccc(OC)c(S(=O)(=O)N4CCOCC4)c3)CC2=O)cc1 (stereo unspecified),-4,5,-7,-9,-15,-8,-2,-2,0,6,4
CCN(CC)CCCN(C(=O)c1ccc(Br)cc1)c1nc(-c2ccc(OC)cc2)cs1,-4,-23,10,-23,-14,-6,-27,-1,7,2,32
O=C(COC(=O)Cc1c(F)cccc1Cl)Nc1nnc(-c2ccccc2)o1,-2,-15,6,14,-20,-11,9,6,0,-12,12
CCC(C)C(NC(=O)C(C)NC(=O)CNC(=O)OC(C)(C)C)C(N)=O (stereo unspecified),24,2,1,24,-24,8,-4,-4,4,6,-6
CCN(CC)CCC(O)(c1ccc2c(c1)OCO2)c1cc(OC)c(OC)c(OC)c1 (stereo unspecified),-18,-4,-4,4,9,-11,1,6,1,6,-16
O=S(=O)(NCCSCc1ccc(Cl)cc1Cl)c1ccc2c(c1)OCCO2,-19,16,12,15,11,-2,-5,-7,-8,7,11
Clc1cccc(Cl)c1Cn1cnc2c(N3CCCCCC3)ncnc21,38,37,6,-64,11,4,5,17,1,-10,19
CCOc1ccc(C(=O)n2cc(C(=O)OC)c3ccccc32)cc1,18,13,-17,-2,8,5,-40,8,-2,-4,16
Cc1ccc(-n2c(C)csc2=N)cc1,-4,-40,-39,-86,-48,-1,-101,-20,-22,-132,11
CCOC(=O)c1cnc(SC2CC(=O)N(c3ccccc3)C2=O)nc1N (stereo unspecified),-6,-32,-2,-16,-9,5,-8,2,-3,-33,-8
Cc1ccccc1CCNC(=O)C1CCC(=O)N(Cc2ccc(Cl)cc2)C1 (stereo unspecified),-3,-6,3,-1,-25,-1,-6,-2,1,1,15
Cc1cccc(NC(=O)C(c2ccccc2Cl)N2CCOCC2)c1 (stereo unspecified),3,-8,18,0,-13,15,1,8,-3,-9,2
CCN(CC)CCN1C(=O)C(=O)/C(=C(/O)c2ccc(OC)cc2)C1c1ccco1 (stereo unspecified),-6,-45,-3,-2,0,0,-15,-4,-6,-8,-4
Cc1cc(NC(=O)COC(=O)CSCc2ccc(Cl)c(Cl)c2)no1,8,-3,1,0,1,11,1,0,2,-3,-12
CCCN(CC(=O)Nc1ccccc1OC)C(=O)c1ccc2ncsc2c1,9,7,-16,23,-1,-8,-8,-11,-22,-3,-4
COc1cccc(NC(=O)CN(C)C(=O)CCC(=O)c2cc(C)sc2C)c1,-20,6,0,24,-50,-2,10,-2,-6,-9,-6
O=C(NC(=S)NCc1ccc(-c2nc3ccccc3s2)cc1)c1ccco1,-6,-4,-15,-80,-8,3,-69,-22,-3,-37,14
O=C(COc1cccc2cccnc12)Nc1ccccc1,-20,-34,-18,-20,-25,-4,-36,-25,-6,-46,4
COc1ccccc1-c1nnc(SC(C)C(=O)O)n1-c1ccccc1 (stereo unspecified),-2,7,-10,5,3,0,-125,-4,-7,3,1
CCOc1ccc(Nc2nc(N)c3ccccc3n2)cc1,92*,61*,-39,-90,-18,-4,-103,53*,-6,-141,86*
Fc1ccc(C2CC(c3ccc(F)cc3)n3ncnc3N2)cc1 (stereo unspecified),-8,-5,4,-4,8,-6,3,10,-9,-7,9
O=C(COC(=O)c1ccco1)Nc1nc2c(F)c(F)c(F)cc2s1,20,-7,-11,-2,11,-9,1,0,-3,-12,8
CN(C)C(=O)CN1c2cccc3cccc(c23)S1(=O)=O,5,2,7,-5,-24,-3,-2,-7,-5,12,-9
O=C(Nc1ccon1)c1ccc(S(=O)(=O)N2CCOCC2)cc1,1,-20,3,-10,-2,-10,2,2,-8,-10,-5

# Source: PubChem (several laboratories)
